Screening data deposited in PubChem BioAssay by several laboratories.
aSyn UTR inh: 5' untranslated region of α-synuclein, MLPCN primary screen. alpha-synuclein 5'UTR reporter, inhibitor activity. inhibition, % (tested at 7.5 µM). hit rate 0.82% among 300,000; in the data active = inhibition above about 60%; inconclusive = no clear call, values can overlap the other calls;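 also: H4 neuroglioblastoma cells stably carrying SNCA 5'UTR luciferase fusion; 0% = DMSO wells and 100% = positive control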
AI-2 QS mod: modulators of Vibrio harveyi AI-2 quorum sensing system | AID 2094 | Vibrio harveyi JMH597 AI-2 luminescence/OD600 ratio, 9 h; hits give low values; strain lacks LuxN and CqsS sensors; 0 = neutral-control median | hit rate 0.4% among 300,000 | activity change, % at 7.5 µM; in the data active = activity change below about -75%, passing the limit was not always enough; inconclusive = no clear call, values can overlap the other calls;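 also: luminescence divided by OD600 gain over 9 h not by final OD600 alone; inactives centre near 13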
HSF1 activator: increases HSF-1 driven luciferase reporter signal. NIH3T3-HGL HSF-1 luciferase reporter, MG132, 8 h; 100% = twice DMSO control signal. activation, % at 9 µM. hit rate 1.7% among 300,000. AID 504408;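 active = mean replicate activation of at least 50% with a set share of replicates each reaching 50%; inconclusive = only one of those two conditions met; inactive = mean below 50% and too few replicates reaching it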;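 also: 0% = median of the neutral control wells and 100% = twice that signal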
HIF act: HIF pathway transcriptional activation; U2OS HRE-luciferase reporter, luminescence; normalized: DMSO 0%, desferrioxamine 100%; activation, % at 7.5 µM (by protocol); hit rate 0.32% among 300,000; AID 1910;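 active = mean activation of at least 10% of the iron chelator positive control signal, with at least half of replicates also reaching 10%; inconclusive = mean and replicate majority disagree about reaching 10%; inactive = mean and most replicates under 10%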
HDAC3 inhib: blocks human histone deacetylase 3. O15379. recombinant HDAC3, fluorogenic peptide/trypsin coupled, fluorescence. inhibition, % at 8.3 µM. hit rate 0.15% among 320,000; in the data active = inhibition above about 26%, passing the limit was not always enough; inconclusive = no clear call, values can overlap the other calls
Target sequence (O15379 whole entry, looked up): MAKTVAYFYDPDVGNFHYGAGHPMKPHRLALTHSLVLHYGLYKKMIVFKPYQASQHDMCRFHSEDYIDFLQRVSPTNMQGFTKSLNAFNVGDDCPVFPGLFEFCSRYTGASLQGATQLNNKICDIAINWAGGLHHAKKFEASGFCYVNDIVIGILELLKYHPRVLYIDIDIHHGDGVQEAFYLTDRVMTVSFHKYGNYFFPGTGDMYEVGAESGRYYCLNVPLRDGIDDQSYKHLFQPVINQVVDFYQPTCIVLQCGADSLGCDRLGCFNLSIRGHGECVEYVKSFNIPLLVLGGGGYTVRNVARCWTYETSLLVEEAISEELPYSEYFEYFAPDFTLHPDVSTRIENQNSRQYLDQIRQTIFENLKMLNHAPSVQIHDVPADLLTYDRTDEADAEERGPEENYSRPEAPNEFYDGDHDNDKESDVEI
IEC-6 cytotox: counter-screen for KLF5 inhibitors: cytotoxicity in IEC-6 cells; IEC-6 cytotoxicity, luminescence viability; inhibition, % at 5 µM; hit rate 0.78% among 290,000; AID 1825; in the data active = inhibition above about 22%;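 also: 0% = plate median of test compound wells and 100% = cytotoxic reference compound wells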
KLF5 inhibitor: inhibitors of KLF5 expression; AID 1700; hit rate 0.23% among 290,000; inhibition, % at 5 µM; DLD-1 KLF5 promoter-luciferase reporter, luminescence;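 active = inhibition above a per-plate limit of that plate's mean compound inhibition plus 3 SD, cut at about 60% in these data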;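 also: 0% = DMSO wells and 100% = LY294002 at 200 µM; higher means less KLF5 promoter-driven luciferase light; inactives centre near -14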
HSF1 inh: HSF1 inhibition; hit rate 0.77% among 300,000; activity change, negative = inhibition, % at 7.5 µM (by protocol); NIH3T3-HGL HSE-luciferase, MG132-induced, luminescence 8 h; hits give low values;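 active = more than half of replicate wells show activity change below -50%, luminescence cut by over half; inconclusive = some wells, but at most half, below -50%; inactive = no replicate well below -50%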;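 also: luciferase reports HSF-1 transcriptional activity via heat shock element; 0% = median of DMSO wells and -100% = zero luminescence signal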
HSP90 refold inh: inhibitors of HSP90 luciferase refolding in rabbit reticulocyte lysate. AID 1789. inhibition, % at 5.6 µM. hit rate 0.91% among 290,000. luciferase refolding luminescence, 3 h;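 active = inhibition above the screen-wide mean plus 3 SD, computed separately per campaign, cut at about 16% in these data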;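 also: 0% = DMSO wells and 100% = 60 µM geldanamycin wells; inhibitors lower the luminescence because luciferase stays unfolded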
Platelet DG rel: modulates dense granule release in human platelets | human platelet-rich plasma, SFLLRN dense granule ATP release, luminescence | hit rate 0.22% among 300,000 | inhibition, %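 (compounds screened at 7.5 µM in platelet-rich plasma)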;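 active = mean replicate score, as percent of positive control, at or above 50; inconclusive = mean below 50 but at least one replicate at or above 50; inactive = mean and every replicate below 50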
An asterisk follows results filed as active; ? = inconclusive; . = no result given.

#	mol	aSyn UTR inh	AI-2 QS mod	HSF1 activator	HIF act	HDAC3 inhib	IEC-6 cytotox	KLF5 inhibitor	HSF1 inh	HSP90 refold inh	Platelet DG rel
1	Cc1cc[n+](-c2nc([O-])sc2/C=N/Nc2ccc([N+](=O)[O-])cc2)cc1	-25	28	-3	0.0	1	0	-24	2	2	-9
2	Cc1ccc(NC(=O)CSc2nc(=O)n(Cc3ccncc3)c3c2CCC3)c(C)c1	-4	30	9	0.7	-4	.	.	-2	.	18
3	COc1ccc(OC)c(Nc2nc(N)nc(CSc3nnc(N)s3)n2)c1	-26	33	-2	-0.5	-6	1	-29	5	1	-3
4	Cc1ccc(NC(=O)C2CCN(C(=O)c3ccc(F)cc3)CC2)nc1	-1	-6	-9	-0.3	0	.	.	5	.	-2
5	NC(=O)c1nsc(C(=O)N(c2ccccc2)C(C(=O)NCC2CCCO2)c2ccc(F)cc2)c1N (stereo unspecified)	3	17	1	-0.2	-4	-6	-23	4	-5	-2
6	COc1ccc(OC(C)C(=O)Nc2ccccc2C(F)(F)F)cc1 (stereo unspecified)	17	5	0	0.2	3	7	-42	-6	-5	-10
7	CC(=O)c1ccc(NC(=O)C(C)N(C)CC(=O)Nc2cccc(F)c2)cc1 (stereo unspecified)	.	13	.	.	4	-2	6	.	-2	.
8	COC(=O)c1c(NC(=O)Cc2ccccc2)sc2c1CCN(C(C)C)C2	4	24	-3	0.3	.	0	-13	-3	2	-4
9	Cc1ccc(C(=O)COc2cc(C)nc3nncn23)cc1	12	15	2	-1.0	6	-5	3	-4	1	0
10	CCNC(=O)c1ccc(N(C)S(=O)(=O)c2cccs2)cc1	-11	-2	14	-0.2	0	-6	-50	-4	-9	12
11	CCOC(=O)c1cnc2ccc(Cl)cc2c1NCCN(C)C	25	23	8	-0.4	-5	-6	-10	2	0	-6
12	COc1cc(OC)c2c(-c3ccccc3)cc(=O)oc2c1C(CCN1CCN(c2ccccc2)CC1)c1ccc(N(C)C)cc1 (stereo unspecified)	8	40	-21	-0.1	0	.	.	-7	.	4
13	CC(CN1CCCCC1)OC(=O)c1ccc2c(c1)OCCO2 (stereo unspecified)	-26	4	5	2.3	0	-1	-52	7	7	7
14	O=C(O)Cn1nc(-c2ccc(F)cc2)oc1=O	-17	8	-2	-0.2	1	7	12	-3	9	0
15	CC(C)c1ccc(N(CC(=O)N/N=C/c2ccc(OC3CSC3)cc2)S(=O)(=O)c2ccccc2)cc1	-9	23	22	-0.8	4	6	-16	-1	3	-10
16	Cc1nc2ccccc2n1C(=O)c1cc(-c2ccc(Br)cc2)nc2ccccc12	6	2	11	0.5	-1	0	-61	-1	1	4
17	CC(C)[C@H](NC(=O)c1ccccc1)C(=O)OCC(=O)Nc1ccc2c(c1)OCCO2	10	4	-12	-0.2	17	-3	-15	1	1	-2
18	CN1CCN(C(c2ccc(F)cc2)c2nnnn2Cc2cccs2)CC1 (stereo unspecified)	4	10	-9	-0.2	2	-4	-14	-2	0	3
19	Cn1c(-c2ccccc2)cccc1=O	-57	24	-3	0.0	1	-3	-12	-6	1	9
20	Cc1c(C(=O)N(C)c2cccc(Cl)c2)cnn1-c1ccccc1	-104	6	6	1.2	6	-1	-31	12	-4	-1
21	COc1ccc(NC(=O)CSc2nnc(C3CCCCC3)n2N)cc1	10	26	4	-0.4	4	-1	-11	-2	0	3
22	O=C(Cc1ccccc1[N+](=O)[O-])NC1CC2CCC1C2 (stereo unspecified)	-11	13	-6	-1.5	-3	-1	-39	-2	-4	4
23	COCCNC(=O)Nc1ccc2c(c1)N(C)C(=O)c1ccccc1S2	8	-7	-5	-1.1	-4	-8	-1	-8	-1	-4
24	O=C(Cc1ccccc1)NCC(=O)OCc1cccc([N+](=O)[O-])c1	5	21	7	-0.2	3	0	-23	3	-3	-2
25	CCOc1ccc(N(CC(=O)NCc2ccccc2)S(=O)(=O)c2ccc(C)cc2)cc1	8	3	11	-0.1	9	-2	-29	9	2	-2
26	COc1ccc(C(=O)NCCc2cn3ccc(C)cc3n2)cc1	-6	-2	-2	-0.1	-8	-3	-21	2	0	-5
27	COC(=O)c1cccc(N(C(=O)CNC(=O)c2ccco2)C(C(=O)NC2CCCC2)c2ccco2)c1 (stereo unspecified)	-1	15	26	-1.8	10	-4	-10	-3	2	5
28	COc1ccc(C(=O)OCC[N+]2(C)CCOCC2)cc1	7	24	-4	0.6	6	8	-27	0	1	0
29	CCOC(=O)c1cccc(NC(=O)CCOc2ccccc2)c1	-13	12	10	0.0	-3	0	-11	1	3	-3
30	Cc1nnc(SCC(=O)Nc2nccs2)n(N)c1=O	16	-5	5	-0.4	-6	3	-2	0	0	0
31	COc1ccc(N2C(=O)NC3CC2(C)Oc2ccc(Cl)cc23)cc1OC (stereo unspecified)	5	-2	-28	0.6	-5	-5	-7	-10	1	-47
32	COc1ccc(NC(=O)COC(=O)c2ccc(Cl)c(S(N)(=O)=O)c2)c([N+](=O)[O-])c1	14	10	-5	-0.2	5	-3	-21	0	7	3
33	COc1ccc(CCNC(=O)CCC(=O)Nc2ccc3nc(N4CCN(C)CC4)cc(C)c3c2)cc1OC	-6	5	0	-0.4	-10	-6	-22	2	-4	-5
34	CCOC(=O)N1CCN(Cc2nc3c(c(=O)[nH]c(=O)n3C)n2Cc2ccccc2C)CC1	-11	26	-53	-0.7	0	8	-5	-37	3	3
35	CCOC(=O)c1c(-c2ccc(OC)cc2)nc2nonc2c1N	41	2	-10	0.3	12	-2	-15	-7	1	-2
36	COc1ccc(OC)c(NC(=O)c2cc3c(=O)n4ccccc4nc3n2C)c1	3	3	0	0.1	0	2	-8	-4	3	-2
37	CC1=C(C(=O)OCC(C)C)C(c2ccccc2Cl)NC(=O)N1C (stereo unspecified)	-14	6	0	0.1	8	3	-31	8	-2	-19
38	Cc1noc(C)c1C(=O)Nc1nc2ccc(S(C)(=O)=O)cc2s1	-70	0	4	1.3	2	9	-59	9	2	23
39	O=C(NCc1ccccc1)C(c1cccnc1)N(C(=O)c1csnn1)c1ccc(F)cc1 (stereo unspecified)	16	11	30	-0.2	0	-1	-23	2	0	-8
40	COc1ccc(C(=O)NC(=S)NCc2ccco2)cc1OC	0	20	12	-0.3	1	0	21	-5	-2	0
41	CC(=O)OCCSc1c(-c2ccccc2)c2cc(Cl)ccc2[nH]c1=O	34	9	12	-0.8	3	-4	-11	2	4	8
42	Nc1cc(C(=O)O)ccc1Nc1ccccc1	-35	1	-3	-0.2	-9	1	-21	2	5	10
43	O=c1/c(=C/c2ccco2)sc2n1CN(c1ccccc1)CN=2	5	43	22	0.1	11	1	2	-1	3	-3
44	O=C(NCCCN1CCCCCC1)C1CC(=O)N(C2CCCC2)C1 (stereo unspecified)	8	11	-9	0.4	1	1	-8	-6	3	0
45	Cc1ccc(C)c(N2CCN(C(=O)CCc3nc4ccccc4[nH]3)CC2)c1	8	21	-3	-0.1	0	4	4	-1	0	-2
46	COCCCNC(=O)CN(CCc1ccccc1)S(=O)(=O)c1ccc(C)cc1	5	19	-2	-0.2	4	0	-12	-4	1	-3
47	CC(=O)Nc1nnc(SCC(=O)Nc2nc(C)cs2)s1	2	26	-13	0.2	-6	3	-5	-3	4	8
48	Cc1c(Cl)ccc2c1NC(=O)[C@]21N[C@@H](Cc2ccccc2)[C@H]2C(=O)N(c3ccc(F)cc3)C(=O)[C@H]21	25	26	13	0.1	?	3	-5	6	4	-5
49	O=C(OCCCOC(=O)c1ccc(Br)o1)c1ccc(Br)o1	-11	-3	11	0.1	-4	.	.	1	.	-4
50	Cc1cc(C)cc(OCC(=O)O/N=C(\N)Cc2ccc([N+](=O)[O-])cc2)c1	-1	-62	60*	0.6	1	-2	-12	23	12	2
51	Cc1csc(N(C(=O)c2ccccc2F)c2ccccc2)n1	-29	15	7	-0.1	3	5	-20	0	-1	-1
52	CCOC(=O)C1CC(=O)c2cc(OC)c(OC)cc2C1 (stereo unspecified)	-1	14	3	0.6	-7	-8	-15	6	1	4
53	COc1cc(C)ccc1OCCCOc1ccccc1Cl	-207	5	34	4.5	9	7	-42	23	-3	14
54	CCOc1ccc(S(=O)(=O)N2CCC(C(=O)NCc3ccccn3)CC2)cc1	-9	14	-5	-0.5	0	-2	-12	-4	-4	13
55	N#Cc1ccc(-c2csc(NNC(=O)c3ccccc3)n2)cc1	7	6	-13	0.0	8	0	-36	-1	-2	-18
56	Cc1noc2ncnc(N3CCCCC3)c12	20	26	-4	-0.6	1	2	1	-2	-2	1
57	CC1=C(C(=O)Nc2ccc(Cl)cc2)C(c2ccncc2)C(C#N)=C(SCC(N)=O)N1 (stereo unspecified)	3	21	.	0.9	3	-2	-38	.	-1	3
58	CCCCNC(=O)Nc1nnc(-c2ccc(Cl)cc2)o1	-17	19	-2	0.0	1	5	14	1	4	-2
59	Cc1ccc(NC(=O)C2OCCc3ccccc32)cc1C (stereo unspecified)	-62	17	33	2.7	0	0	-56	16	-5	-2
60	CCC(Sc1nc2ccc(N)cc2s1)C(=O)Nc1nccs1 (stereo unspecified)	-11	12	-2	-0.1	-3	6	4	-8	7	4

The listing continues:
#	mol	aSyn UTR inh	AI-2 QS mod	HSF1 activator	HIF act	HDAC3 inhib	IEC-6 cytotox	KLF5 inhibitor	HSF1 inh	HSP90 refold inh	Platelet DG rel
61	Fc1ccc(-c2csc3nnc(SCc4cccnc4)n23)cc1	5	-10	-4	0.1	1	8	15	-1	5	-4
62	CC(=O)Nc1ccc(NC(=O)CSc2ccc3nnc(-c4ccccn4)n3n2)cc1	11	22	0	0.3	.	-6	-34	-4	0	-1
63	c1ccc(-c2nn3c(C4CCCCC4)nnc3s2)nc1	25	18	-7	0.1	-2	-1	0	-3	0	4
64	COCCCNC(=O)c1cc(C(=O)Cc2ccccc2)c[nH]1	-1	17	6	0.1	3	1	-2	4	2	0
65	COc1ccc(C(=O)Oc2ccc[nH]c2=O)cc1	-12	13	12	-30	8	1	-41	6	2	-11
66	O=C(COc1ccccc1C(=O)Nc1ccccc1)NCCc1ccccc1	-28	4	5	-0.2	6	-4	-19	-5	-2	-2
67	CCCCOC(=O)Nc1ccc(C(=O)OC)cc1	-110	22	19	2.8	3	3	-43	8	-4	1
68	CC(C)c1ccc(NC(=O)CCCN2C(=S)NC(C)(C)CC2C)cc1 (stereo unspecified)	-27	17	-3	0.0	1	0	-25	-3	5	-35
69	Cc1c(-n2c(-c3ccccc3Cl)n[nH]c2=S)c(=O)n(-c2ccccc2)n1C	13	22	6	-0.6	-4	0	-17	-4	0	2
70	COc1ccc(-c2nn(C)c(=O)c3ccccc23)cc1CNC(=O)c1ccco1	4	52	30	0.1	2	0	7	6	-1	4
71	COc1ccc(C(=O)C2CCCN(Cc3cn(C)nc3-c3ccccc3)C2)cc1F (stereo unspecified)	2	9	9	0.2	2	-6	-14	5	1	1

Shown with values under each structure: two of the compounds above.
The line under a structure holds: aSyn UTR inh, AI-2 QS mod, HSF1 activator, HIF act, HDAC3 inhib, IEC-6 cytotox, KLF5 inhibitor, HSF1 inh, HSP90 refold inh, Platelet DG rel
[66] O=C(COc1ccccc1C(=O)Nc1ccccc1)NCCc1ccccc1
    -28, 4, 5, -0.2, 6, -4, -19, -5, -2, -2
[61] Fc1ccc(-c2csc3nnc(SCc4cccnc4)n23)cc1
    5, -10, -4, 0.1, 1, 8, 15, -1, 5, -4
